Efflux pump mplx: inhibitors of Candida antifungal efflux pumps expressed in yeast | S. cerevisiae Candida pump triplex, Nile Red efflux | inhibition, % at 10 µM | 0.44% of 330,000 active;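 active = plate passing quality check with inhibition over a set limit, or well fluorescence over plate mean plus 4 SD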;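 also: Nile Red retained in pooled yeast measured as flow cytometry median fluorescence; 0% = buffer negative control and 100% = Enniatin B positive control; higher means more Nile Red kept so more efflux inhibition; some compounds called inactive have numbers as strong as hits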
EBNA-1 inh: blocks EBNA-1 binding to DNA; EBNA-1 DNA binding, fluorescence polarization; inhibition, % at 14.8 µM; 0.34% of 300,000 active; in the data active = inhibition above about 28%
GLD-1 RNA inh: GLD-1-TGE RNA interaction inhibition (C. elegans). purified GLD-1 + fluorescein TGE RNA, fluorescence polarization. inhibition, % at 5.96 µM. 0.44% of 320,000 active;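 active = percent inhibition above a per-plate cutoff, the plate mean of test compounds plus 3 SD, cut at about 30% in these data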;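 also: 0% = DMSO wells with GLD-1 and probe and 100% = wells lacking GLD-1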
Target sequence (Q17339 whole entry, looked up): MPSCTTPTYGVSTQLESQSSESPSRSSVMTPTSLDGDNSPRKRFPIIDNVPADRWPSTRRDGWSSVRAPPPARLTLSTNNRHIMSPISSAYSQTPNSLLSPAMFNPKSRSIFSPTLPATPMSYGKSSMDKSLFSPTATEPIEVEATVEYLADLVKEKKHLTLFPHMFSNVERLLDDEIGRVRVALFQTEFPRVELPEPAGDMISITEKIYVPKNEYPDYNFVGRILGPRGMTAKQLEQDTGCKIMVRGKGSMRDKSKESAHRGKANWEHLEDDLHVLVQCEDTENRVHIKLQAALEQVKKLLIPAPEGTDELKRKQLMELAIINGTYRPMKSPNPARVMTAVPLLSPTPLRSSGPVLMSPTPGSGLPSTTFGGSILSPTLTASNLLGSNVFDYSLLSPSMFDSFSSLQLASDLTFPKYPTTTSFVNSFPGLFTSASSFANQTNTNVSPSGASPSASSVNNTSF
ZTA DNA inh: blocks Epstein-Barr virus ZTA, an EBNA-1 counter-screen. ZTA-DNA binding, fluorescence polarization. inhibition, % at 11 µM. P03206. AID 2234. 0.15% of 320,000 active; in the data active = inhibition above about 33%
CR mimetic SO: lowers age-related superoxide in aged yeast cells. superoxide response (% of plate mean), % at 10 µM. 0.18% of 330,000 active. S. cerevisiae aged cells, superoxide DHE fluorescence; hits give low values. AID 2690;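 active = superoxide response under a set limit, about three screen SD below normal, cut at about 65% in these data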;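 also: yeast aged for seven days with compound at 30 °C before DHE staining; 100% = average MFI of all compound-treated wells on the plate with controls excluded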
Fam108B inh: counter-screen for RBBP9 inhibitors: inhibitors of mouse Fam108B. recombinant Fam108B, FP-Rh probe fluorescence polarization. 0.33% of 300,000 active. inhibition, % at 9.51 µM;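 active = inhibition above the screen mean inhibition plus 3 SD, computed separately per campaign, cut at about 18% in these data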;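 also: inhibitors lower polarization as less probe binds the enzyme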
BCLXL inh: Bcl-xL (human) inhibition | GST-Bcl-xL / FITC-Bim BH3 peptide fluorescence polarization | AID 2129 | inhibition, % at 10.9 µM | 0.7% of 320,000 active | Q07817;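 active = inhibition above the mean of all tested compounds plus 3 SD, cutoff set per campaign, cut at about 30% in these data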;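 also: 0% = DMSO wells and 100% = unlabeled Bim-BH3 peptide competitor; inhibitors lower millipolarization by displacing the labeled peptide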
MCL1-BIM inh: MCL1-BIM-BH3 interaction inhibition (human); Q07820; GST-MCL1 / FITC-Bim-BH3 fluorescence polarization; inhibition, % at 10.9 µM; 0.68% of 320,000 active;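 active = inhibition above the mean inhibition of all tested compounds plus 3 SD, set per campaign, cut at about 40% in these data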;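 also: 0% = DMSO wells and 100% = unlabeled Bim-BH3 peptide control; higher means more loss of mP so more displacement of Bim peptide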
MEX-5 binding: C. elegans MEX-5 TCR-2 RNA binding activity; 0.38% of 300,000 active; AID 1832; activity score (negative = inhibition of binding), % at 10 µM; Q9XUB2; MEX-5/FITC-TCR2 RNA binding, fluorescence polarization; hits give low values;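 active = inhibition past about -25% in most replicates, and total fluorescence under double the plate's negative control median, limit read from the data; inconclusive = replicates evenly split on the limit, or fluorescence at least double controls; inactive = too little inhibition in most replicates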;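 also: 0% = DMSO and -100% = 5 µM competing unlabeled TCR2 RNA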
Target sequence (Q9XUB2 whole entry, looked up): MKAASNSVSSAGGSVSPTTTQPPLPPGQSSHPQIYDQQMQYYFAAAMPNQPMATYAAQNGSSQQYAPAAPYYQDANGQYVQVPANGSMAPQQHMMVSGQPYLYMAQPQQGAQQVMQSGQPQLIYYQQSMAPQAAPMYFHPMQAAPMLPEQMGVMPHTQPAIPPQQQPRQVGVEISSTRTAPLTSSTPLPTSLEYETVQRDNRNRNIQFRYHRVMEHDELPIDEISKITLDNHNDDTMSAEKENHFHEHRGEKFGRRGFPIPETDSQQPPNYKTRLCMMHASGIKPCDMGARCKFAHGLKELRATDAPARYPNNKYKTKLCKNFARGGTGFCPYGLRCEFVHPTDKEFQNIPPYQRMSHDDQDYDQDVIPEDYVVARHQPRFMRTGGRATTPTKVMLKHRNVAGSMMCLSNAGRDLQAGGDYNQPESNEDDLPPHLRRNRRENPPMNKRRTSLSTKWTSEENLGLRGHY
Active calls of the source: *; u = inconclusive; x = not tested or not shown.

SMILES	Efflux pump mplx	EBNA-1 inh	GLD-1 RNA inh	ZTA DNA inh	CR mimetic SO	Fam108B inh	BCLXL inh	MCL1-BIM inh	MEX-5 binding
COc1cccc(OC)c1C(=O)Nc1ccc(N2CCN(S(C)(=O)=O)CC2)cc1	0.0	-9	3	-4	97	6	7	14	1.2
CC1=CC(C)(C)N(S(=O)(=O)c2ccc(F)cc2)c2ccccc21	-0.2	10	6	0	82	1	-13	-12	1.6
COC(=O)c1ccc(N2CCOCC2)c(F)c1	0.0	-4	-2	10	112	2	5	-1	-0.4
CCN(CC)C(c1ccc(F)cc1)c1nnnn1CC1CCCO1 (stereo not drawn)	0.2	4	-1	20	99	-4	5	-1	0.9
O=C(N/N=C/c1c(F)cccc1Cl)C1CC1	0.0	3	10	8	102	0	3	1	0.1
Cc1ccc(N(Cc2ccccc2)C(=O)c2ccc(C)c(S(=O)(=O)N3CCOCC3)c2)cc1	-0.1	x	2	4	91	x	4	-3	x
CS(=O)(=O)N(CC(=O)N1CCCC1)Cc1ccc(Cl)c(Cl)c1	0.0	-3	2	8	94	-3	1	-2	-0.3
CCOC(=O)C1=C(COC(=O)c2ccco2)NC(=O)NC1CC (stereo not drawn)	0.1	x	2	9	98	x	6	-3	x
O=C(C[n+]1cc(Br)cc(Br)c1)c1ccccc1	-0.1	-8	4	-4	86	-5	-1	4	0.4
CC(CNC(=S)Nc1cc(F)cc(F)c1)CSc1ccc(Cl)cc1 (stereo not drawn)	0.1	-14	4	19	101	-11	3	10	0.9
COc1cc(Cl)c(C)cc1NC(=O)COC(=O)c1cnc(C)cn1	0.0	-12	-2	-12	119	-4	-2	2	-0.3
Cc1cc(-c2ccccc2)nc2cc(C(N)=O)nn12	0.0	-6	-5	-10	109	1	8	5	3.8
Cc1nn(C)c(C)c1CN(C)C(=O)c1cnn2c1NC(c1ccccc1)CC2C(F)(F)F (stereo not drawn)	-0.1	6	-4	5	99	-2	-4	-6	4.1
COc1cccc(/C=N/NC(=O)c2nnn(-c3nonc3N)c2CN(C)c2ccccc2)c1	-0.1	-14	1	13	94	-7	0	-4	-0.9
CCCCOc1ccccc1P(=O)(O)CP(=O)(c1ccccc1)c1ccccc1	-0.1	-4	6	-21	99	1	2	4	-1.5
O=C(NC1CCCCC1)c1cc(N2C(=O)CCC2=O)ccc1Cl	0.2	-13	4	-1	107	2	0	1	3.5
CC(CC(=O)Nc1ccc2c(c1)OCCO2)c1ccccc1 (stereo not drawn)	0.2	-10	3	-7	106	-2	4	2	0.7
O=[N+]([O-])c1ccccc1CNCCCCO	-0.1	6	1	15	106	2	1	7	x
CCOc1ccccc1CNC(=O)C1CCCN(c2nn3c(=O)cc(C)nc3s2)C1 (stereo not drawn)	0.0	6	0	-8	93	2	-4	1	1.6
CN(C)CC(=O)N1c2ccccc2CCc2ccc(NC(=O)c3ccc(N)cc3)cc21	0.3	2	-4	25	104	0	2	0	-0.2
CC1(C)Cc2nc(-c3ccccc3)n3cnnc3c2CO1	0.2	-16	-2	-15	101	1	10	2	0.4
CCOC(=O)N1CCN(C(=O)C2CCN(S(=O)(=O)c3cc(Cl)ccc3Cl)CC2)CC1	0.2	-2	-2	6	101	4	2	-2	-3.6
COc1ccc(NC(=S)Nc2ncccc2C)c(OC)c1	-0.1	1	0	4	108	3	8	31	0.7
Cc1noc(C)c1S(=O)(=O)N(C)CC(=O)Nc1ccc(F)cc1	0.0	-17	-3	-9	99	1	0	-1	0.9
O=c1nc(-c2ccccc2Cl)c2cc(F)ccc2[nH]1	0.0	-4	1	-3	96	3	-2	-2	0.6
COC(=O)Nc1ccc(NC(C)=O)cc1	0.0	7	2	4	107	0	1	5	-2.7
Cc1ccc(NC(=O)Cc2nc(CSc3nnc(-c4ccc5c(c4)OCO5)o3)cs2)cc1	-0.1	7	0	-6	100	-1	-7	-14	-2.1
CCN(CC)CCCNC(=O)COc1ccc2oc3c(c2c1)CCCC3	-0.2	10	3	1	88	2	3	3	0.9
C/C(=N\Nc1nc2ccccc2[nH]1)c1cccs1	0.1	3	-6	7	87	2	5	5	-2.9
O=C(COC(=O)c1ccc(Cl)nc1)Nc1ccc2c(c1)OCO2	0.2	0	2	-1	111	0	3	-1	-0.1
O=C(COC(=O)/C=C/c1ccc(Cl)cc1)NC1CCCCCC1	-0.2	x	-2	8	100	x	2	4	x
Cc1cc(C)c(S(=O)(=O)n2ccc3ccccc32)c(C)c1	0.1	3	3	-11	100	-1	4	6	0.3
CN1C(=O)Cc2cc(S(=O)(=O)NCc3cccs3)ccc21	0.3	-11	1	1	92	-8	0	0	0.2
O=C(Nc1nonc1-c1ccc(Cl)cc1)c1ccco1	0.0	-4	-6	1	107	4	3	6	-0.8
COC(=O)CSc1nnc(CSc2nc(C)cc(C)n2)o1	0.3	-7	4	5	102	2	4	4	-2.8
CC(NS(=O)(=O)c1ccc(OCC(=O)Nc2cccc([N+](=O)[O-])c2)cc1)c1ccccc1 (stereo not drawn)	-0.4	5	8	-3	192	3	5	0	x
Cc1ccc2[nH]c3c(c2c1)CCCC3NCCO (stereo not drawn)	0.1	1	10	-7	114	-4	6	1	1.2
Cc1noc(C)c1N=Nc1ccc(Br)cc1C(=O)O	0.0	1	-2	11	115	2	-1	2	-0.3
O=C(CN1C(=O)NC2(CCCCC2)C1=O)NCCc1c[nH]c2ccccc12	0.1	2	3	-9	87	-3	-2	-11	-0.1
COc1ccc2sc(-c3ccc(N(C)C)cc3)c(-c3cnc(OC)nc3)c2c1	-0.3	x	0	9	87	x	2	1	x
CC(C)C[C@@H](C(=O)NC1CC1)N1C(=O)N2CCc3c([nH]c4ccccc34)[C@@]2(C)C1=O	0.1	-5	3	15	103	6	-3	-5	0.4
O=C(N/N=C/c1ccc2c(c1)OCO2)c1ccc2c(c1)OCO2	-0.5	-1	5	-9	106	3	1	5	-0.2
Cc1occc1C(=O)NCCc1ccc(Cl)cc1	-0.1	-2	-2	4	93	-5	0	6	0.7
O=C(O)C1=C[C@@H](c2ccccc2)C[C@@H](OCCCCO)O1	x	16	2	10	x	-6	3	5	1.3
COc1cc(COc2ccc(-c3nnco3)cc2)ccc1OC(F)F	0.0	13	9	17	104	1	0	-1	2.1
Cc1ccc(NC(=O)COC(=O)CCC(=O)c2ccc(C(C)(C)C)cc2)c([N+](=O)[O-])c1	-0.4	11	6	-2	99	-1	0	-2	-0.2
CCc1ccc2c(c1)C(c1cccs1)=NNC(c1cccnc1)=N2	0.2	-3	0	-3	107	-2	1	1	-4.0
COc1ccccc1C(=O)Nc1ccc(OCC(=O)N2CCCCC2C)cc1 (stereo not drawn)	0.0	x	-9	-4	112	x	4	3	x
NS(=O)(=O)c1ccc(CCNC2CC(=O)N(Cc3ccccc3)C2=O)cc1 (stereo not drawn)	0.0	10	1	17	100	-2	6	9	-2.5
O=C(NCC1CCCO1)C1CC(c2ccccc2Cl)=NO1 (stereo not drawn)	0.0	8	0	-2	90	-2	0	2	0.1
COc1ccc(NC(=O)c2ccc(S(=O)(=O)N(C)C)cc2)cc1	0.0	0	3	-16	100	-2	1	-3	-0.5
C=CCC12C=C(OC)C(=O)OC(OC)(C1O)[C@H](c1ccc3c(c1)OCO3)[C@H]2C (stereo partly drawn)	0.0	-8	1	3	104	1	-2	-2	-4.2
O=c1[nH]c(C2CCCN(S(=O)(=O)c3ccc(F)cc3)C2)nc2c1nnn2Cc1ccccc1 (stereo not drawn)	-0.1	15	5	10	95	6	4	7	-0.5
CN(C)S(=O)(=O)c1cccc(NC(=O)Cc2ccc(-c3ccccc3)cc2)c1	0.0	-9	-4	5	110	-14	1	-4	3.5
O=C(NCCc1cccs1)C1CC(c2ccc([N+](=O)[O-])cc2)=NO1 (stereo not drawn)	0.1	8	-1	15	101	0	8	7	-3.6
COCCCN1CCN(C2Cc3ccccc3Sc3ccc(Cl)cc32)CC1 (stereo not drawn)	0.3	-9	-6	8	70	5	4	1	0.0
CCCn1c(SCC(=O)Nc2cccc(S(=O)(=O)N(C)C)c2)nc2ccccc2c1=O	-0.1	12	8	10	102	-2	1	0	1.2
COc1ccc(OC)c(NC(=O)CCN2CCN(C)CC2)c1	-0.1	-5	-9	2	92	-5	8	4	0.0
Cc1cc(C(=O)Nc2ccccc2C(=O)O)ccc1NC(=O)COc1ccccc1Cl	-0.3	2	-9	12	97	-2	-1	-1	-1.1
O=C(Nc1c(-c2ccc(F)cc2)nc2ccccn12)c1ccc(F)cc1	-0.1	4	4	-1	99	2	1	6	-0.6

Some of these compounds in order of length of the SMILES, smallest number first.
SMILES	Efflux pump mplx	EBNA-1 inh	GLD-1 RNA inh	ZTA DNA inh	CR mimetic SO	Fam108B inh	BCLXL inh	MCL1-BIM inh	MEX-5 binding
COC(=O)Nc1ccc(NC(C)=O)cc1	0.0	7	2	4	107	0	1	5	-2.7
Cc1ccc(NC(=O)Cc2nc(CSc3nnc(-c4ccc5c(c4)OCO5)o3)cs2)cc1	-0.1	7	0	-6	100	-1	-7	-14	-2.1
CCOC(=O)N1CCN(C(=O)C2CCN(S(=O)(=O)c3cc(Cl)ccc3Cl)CC2)CC1	0.2	-2	-2	6	101	4	2	-2	-3.6

Other structures
SMILES	Efflux pump mplx	EBNA-1 inh	GLD-1 RNA inh	ZTA DNA inh	CR mimetic SO	Fam108B inh	BCLXL inh	MCL1-BIM inh	MEX-5 binding
CN(C(=O)Cn1nc(Cl)ccc1=O)C1CCCN(Cc2ccccc2F)C1 (stereo not drawn)	0.1	4	4	9	94	5	2	1	0.7
CC(OC(=O)c1ccc(-n2cnnn2)cc1)C(=O)Nc1ccccc1F (stereo not drawn)	0.0	x	5	-9	89	x	1	6	x
O=C(Cc1csc(Nc2nc(=S)[nH]c3ccccc23)n1)NCCCN1CCN(c2ccccc2F)CC1	0.0	6	3	-14	79	-3	16	13	1.7
CC1CCN(S(=O)(=O)c2ccc(C(=O)N3CCCCC3C(=O)O)cc2)CC1 (stereo not drawn)	-0.2	x	-2	-26	94	x	0	-5	x
CCCn1nc2cc(C(=O)NCCCCc3ccccc3)ccc2c1OCC	0.1	4	-2	3	91	-1	5	0	-0.3
N#Cc1cccc(NC(=O)c2nc(-c3ccccc3)n(-c3ccccc3)n2)c1	0.4	-10	6	2	106	-4	3	3	1.4
Cc1nc(SCC(=O)N2CCCCC2)c2c(C)c(C)sc2n1	0.2	-4	0	-7	97	-2	3	5	-3.2
CCN(CC(=O)Nc1ccc2c(c1)OCCO2)C(=O)COc1ccc(C)cc1	0.1	-5	0	5	119	1	-4	6	-0.3
CN(C)CCCNC(=O)/C=C/c1ccc(OCc2c(F)cccc2Cl)cc1	-0.1	-17	-1	-4	108	3	3	0	-0.6
COc1cccc(/C=C/C(=O)Nc2ccccc2N2CCOCC2)c1	-0.1	9	2	6	91	-2	2	-1	-1.0
CCN1/C(=C/c2ccc3cc(C)ccc3[n+]2CC)Sc2ccccc21	3.0*	-10	57*	0	146	-12	-40	-106	u
CCN(Cc1ccccc1)S(=O)(=O)c1c[nH]c(C(=O)OC)c1	0.1	9	2	8	103	3	6	4	0.6
CCOC(=O)C1CCN(C(=O)Cn2cc(C(=O)OC)c3ccccc32)CC1	0.0	-2	6	12	94	-1	1	3	3.5
Cc1ccccc1COC(=O)CCC1=NS(=O)(=O)c2ccccc2N1	0.1	-13	0	8	82	3	4	3	-0.9
Cc1oc2c(cc(NS(=O)(=O)c3ccc4c5c(cccc35)C(=O)N4)c3ccccc32)c1C(=O)OC(C)C	0.4	9	-2	9	116	4	1	0	-1.5
FC(F)(F)c1cnc(-c2cnc(-c3cccnc3)nc2)c(Cl)c1	0.0	1	5	3	100	-3	1	0	1.1
O=[N+]([O-])c1ccc(C(=S)N2CCN(Cc3ccccc3)CC2)cc1	0.0	8	4	10	100	-3	9	10	2.2

High-throughput results as filed in PubChem BioAssay.

Random draw from the library. Share with any hit: about 2.3%.
